Screening results: PubChem, several laboratories
NPY-Y2 antag: NPY-Y2 receptor antagonists, primary screen, cell-based; NPY-Y2 expressing cells, antagonist mode; inhibition, % at 2.7 µM; 140,000 compounds, 0.99% hits; AID 793, 2007; in the data active = inhibition above about 17%;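 also: 0% = vehicle with agonist challenge and 100% = reference antagonist with challenge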
Target sequence (P49146 whole entry, looked up): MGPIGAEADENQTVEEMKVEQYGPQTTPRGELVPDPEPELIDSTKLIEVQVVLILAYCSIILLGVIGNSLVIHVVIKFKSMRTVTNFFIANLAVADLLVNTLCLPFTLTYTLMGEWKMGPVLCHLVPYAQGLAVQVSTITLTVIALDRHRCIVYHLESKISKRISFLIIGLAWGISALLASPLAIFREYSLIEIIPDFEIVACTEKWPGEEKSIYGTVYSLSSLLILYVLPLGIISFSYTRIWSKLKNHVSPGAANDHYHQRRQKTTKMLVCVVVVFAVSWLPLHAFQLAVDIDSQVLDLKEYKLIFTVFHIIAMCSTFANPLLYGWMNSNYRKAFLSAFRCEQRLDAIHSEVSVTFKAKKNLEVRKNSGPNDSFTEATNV
Phagocyt inh: inhibitors of macrophage phagocytosis, primary screen, imaging, J774A.1 cells, IgG beads; J774A.1 macrophage IgG-bead phagocytosis; inhibition, % at 5 µM; 110,000 compounds, 0.07% hits; AID 1029, 2008;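 active = inhibition above the mean of the plate negative controls plus 5 SD, cut at about 13% in these data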;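 also: phagocytic index as fraction of beads internalized from green versus red external bead signal; plate controls were DMSO negative control for no effect and cytochalasin-D positive control for full effect; some results beyond the cut were filed as inactive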
Yeast life ext: compounds extending yeast replicative lifespan, primary screen, S. cerevisiae, OD615; S. cerevisiae growth with nicotinamide; deaD strain in restrictive glucose medium; inhibition of the nicotinamide effect, % at 10 µM; 130,000 compounds, 0.68% hits;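 active = inhibition above a set limit, placed 3 SD over the median of all compounds, cut at about 26% in these data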;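 also: 0% = nicotinamide-treated wells and 100% = cells grown without nicotinamide; some compounds called inactive have numbers as strong as hits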
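Assay system: engineered S. cerevisiae DeaD replicative-lifespan strain, galactose-grown log-phase cells; medium: restrictive CSMM-D dextrose medium; also added: nicotinamide, 1.5 mM, co-present with compound; schedule: 48 h compound exposure at 30 °C, humidified; detection: absorbance at 615 nm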
Yeast growth inh: growth inhibitors of yeast BB579 in restrictive medium, primary screen, yeast lifespan-shortening project, S. cerevisiae; inhibition, % at 10 µM; AID 804, 2007; OD615, 48 h; 140,000 compounds, 0.51% hits;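 active = inhibition above a set limit, 3 SD over the mean compound inhibition, cut at about 44% in these data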; also: inactives centre near -24
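test system = yeast BB579 (DeaD) | buffer or medium = restrictive CSMM-D medium | doses = single compound dose of 10 µM, 0.25% DMSO final | times = 4 h preincubation and 48 h exposure at 30 °C | technique = culture absorbance at 615 nm | benchmarks = amphotericin B 10 µg/mL, positive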
HCT116 bCat-KO: primary screen for growth suppressors in beta-catenin knockout HCT116 cells (colon tumor, human); HCT116 beta-catenin knockout viability, CellTiter-Glo, 60 h; stronger effect = lower value; viability, % at 10 µM; 140,000 compounds, 1.5% hits;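 active = viability at or under a set limit, the compound median less 4 SD, cut at about 6% in these data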;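 also: 0% = Hyamine 1622 control at 20 µM and 100% = untreated cell control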
E-sel TNF inh: E-selectin induction blockers in HUVEC – imaging, immunofluorescence, high content, primary screen. HUVEC TNFa-induced E-selectin immunofluorescence. inhibition, % at 2 µM. 120,000 compounds, 0.71% hits. AID 1246, 2008;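 active = inhibition above the batch mean plus 3 SD, and confirmed as a hit on visual image review, cut at about 43% in these data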;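 also: 0% = TNF-stimulated DMSO wells and 100% = unstimulated control wells; not every result past the cut was called active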
MRP-1 activ: H69AR viability gain despite doxorubicin, primary screen, MRP-1 activator project, H69AR cells, CellTiter-Glo; viability increase, % at 10 µM; AID 799, 2007; 140,000 compounds, 0.61% hits; viability rescue;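 active = viability gain under doxorubicin at or above a set limit, the compound median plus 3 SD, cut at about 4.7% in these data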;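 also: MRP-1 overexpressing cells given doxorubicin 25 µM after compound pretreatment; 18-22 h compound pretreatment then 72 h with doxorubicin before readout; 0% = doxorubicin-only wells and 100% = vehicle-treated cells without doxorubicin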
Measles CPE: compounds protecting cells from measles virus cytopathic effect, primary screen, measles RdRp inhibitor project, single point, MLSMR library, absorbance; Measles virus-infected cells, CPE protection; protection (pct of control), % at 4 µM; AID 841, 2007; 140,000 compounds, 1.5% hits; in the data active = protection mostly above about 24%, no sharp cut-off; inactive = mostly below about 26%; also: some compounds called inactive have numbers as strong as hits
HCT116 PTEN-null: growth suppression of PTEN-null HCT116, primary screen, cell-based, CellTiter-Glo. viability, % at 10 µM. AID 827, 2007. 140,000 compounds, 1.2% hits. HCT116 PTEN-null viability, 60 h; stronger effect = lower value;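 active = viability at or below a set limit, 4 SD under the median of all tested compounds, cut at about 3.7% in these data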;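 also: PTEN knockout HCT116 line with beta catenin targeted HCT116 as companion control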
GALR2 antag: GALR2 antagonists in receptor-expressing cells, primary screen. Galanin receptor type 2 (Homo sapiens), O43603. antagonist mode. inhibition, % at 4 µM. 140,000 compounds, 0.39% hits; in the data active = inhibition above about 27%;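 also: cells stimulated with galanin 1-16 at roughly its EC80; 0% = agonist challenge control and 100% = basal control without agonist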
Target sequence (O43603 whole entry, looked up): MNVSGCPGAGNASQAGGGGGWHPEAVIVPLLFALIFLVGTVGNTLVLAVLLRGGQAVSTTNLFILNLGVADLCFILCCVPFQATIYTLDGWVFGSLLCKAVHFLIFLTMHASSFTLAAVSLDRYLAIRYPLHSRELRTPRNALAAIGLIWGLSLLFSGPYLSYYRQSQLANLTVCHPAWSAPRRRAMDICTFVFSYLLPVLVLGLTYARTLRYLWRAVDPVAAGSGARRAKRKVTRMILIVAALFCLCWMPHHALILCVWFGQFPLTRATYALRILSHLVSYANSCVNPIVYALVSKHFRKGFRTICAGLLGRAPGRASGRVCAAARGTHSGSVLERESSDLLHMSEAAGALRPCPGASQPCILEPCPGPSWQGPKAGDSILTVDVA
* = called active by the depositor; x = no result given.

SMILES	NPY-Y2 antag	Phagocyt inh	Yeast life ext	Yeast growth inh	HCT116 bCat-KO	E-sel TNF inh	MRP-1 activ	Measles CPE	HCT116 PTEN-null	GALR2 antag
Cc1nc(Nc2ccccc2Cl)sc1C(=O)Nc1ccccc1	2	-9	-6	-42	91	1	1.9	4	91	-2
CCN1CCN(c2nc3c(C)cccn3c(=O)c2/C=C(\C#N)S(=O)(=O)c2ccc(C)cc2)CC1	3	0	-7	-21	92	x	-0.7	4	110	4
CC(=O)Nc1c(O)nc(SCC(=O)N2CCN(c3ccc(F)cc3)CC2)[nH]c1=O	-1	0	-20	-3	85	-40	-2.3	6	94	1
CC(C)OC(=O)CSc1nc2cccnc2n1C1CCCCC1	3	3	12	-23	85	-5	-0.5	6	106	-1
Cc1cc(C)c2c(C)c(C(=O)Nc3c(C)n(C)n(-c4ccccc4)c3=O)oc2c1	3	-1	0	-13	67	x	-4.5	23	77	-6
Cc1noc(C)c1C(=O)NCCCc1ccccc1	3	-3	-7	-32	109	-19	0.9	38*	96	6
CCCCN1C=CC(=C2N=c3cccc([N+](=O)[O-])c3=N2)C=C1	0	-3	11	-25	85	x	-3.2	1	87	-18
Cc1ccc(-n2nc(C)c(NC(=O)CCl)c2C)cc1	0	-6	-3	-7	24	x	-6.2	20	22	0
Cn1nc(C(C)(C)C)c([N+](=O)[O-])c1C(=O)Nc1ccccc1	0	-1	2	-7	88	2	-1.4	3	90	-6
CCOC(=O)c1sc(C)c2c1NC1(CCCCC1)NC2=O	6	-2	-11	21	85	-24	-3.2	23	69	-2
CCCC1=C(C(=O)OCC)C(c2cccs2)C(C#N)=C(N)O1 (configuration not stated)	5	2	-3	-17	100	-8	-0.5	9	105	0
O=C(COC(=O)c1sc2ccccc2c1Cl)NCC1CCCCC1	2	-2	2	-16	94	-2	1.5	5	97	3
COc1ccc(NC(=O)c2oc3ccccc3c2NC(=O)COc2ccccc2OC)c(OC)c1	-1	x	-17	-47	25	-10	-3.1	5	45	-3
Cc1ccc2cc(C3CC(c4ccco4)=NN3C(=O)CCC(=O)O)c(Cl)nc2c1 (configuration not stated)	2	-2	-3	-47	96	x	-1.6	9	98	-22
CCC(C)(C(=O)NC1CCCCC1)N(C(=O)c1cnccn1)c1c(C)n(C)n(-c2ccccc2)c1=O (configuration not stated)	0	-3	-8	0	92	x	-2.4	14	108	-3
CC(C)Cn1c(N)c(C(=O)COC(=O)c2ccc3ccccc3n2)c(=O)n(C)c1=O	1	x	-11	-29	75	-18	-2.8	34	84	12
NC(=O)NCc1ccc(Cl)cc1	2	x	59*	1	98	-7	0.6	23	94	5
CCOC(=O)c1nnn(-c2nonc2N)c1-c1cccs1	1	-1	-1	-21	98	x	-0.8	11	92	0
CC(C)Cc1nnc(NC(=O)CCN2C(=O)c3ccccc3C2=O)s1	6	x	-8	-33	104	x	-1.6	5	101	-14
CCCn1nnnc1NCc1cccn1C	-1	1	6	-52	88	-43	-1.7	22	106	-6
CCNS(=O)(=O)c1ccc(NC(=O)c2cc(C(F)(F)F)nn2C)cc1	-1	x	-2	-1	73	x	-0.3	101*	76	-1
Cc1nc(NC(=O)CSc2nnc3ccccn23)c(Cl)cc1Cl	2	-2	-7	4	96	-2	-3.7	11	85	7
O=C1CC(c2ccccc2)C(=O)N1c1cccc(O)c1 (configuration not stated)	-2	-1	-18	-31	88	-4	-0.1	18	82	11
CC(C)(C)NC(=O)NC(=O)COC(=O)CCCc1c[nH]c2ccccc12	7	3	-10	-6	94	7	-1.8	5	95	-6
N#Cc1c(NC(=O)Cn2nc(C(F)(F)F)c3c2CCCC3)sc2c1CCC2	1	x	-8	-20	95	4	-0.5	16	89	-7
c1ccc(CCc2ccccc2-c2nc(-c3ccccn3)no2)cc1	2	x	-6	-39	83	-16	-0.1	4	83	-3
CCCCCOc1ccc(CN2CCOCC2)cc1Cl	8	3	-17	-8	89	-17	0.7	3	91	8
O=C(CN(Cc1ccc2c(c1)OCO2)C(=O)CNS(=O)(=O)c1ccccc1)NCc1ccco1	1	-5	0	-58	100	3	-1.9	18	99	-9
CC(=O)Nc1ccc(N=Cc2ccc(OCc3ccccc3)cc2)cc1	4	-4	-2	-32	98	x	0.0	14	94	5
CCCOc1ccc(C(=O)NCCCn2ccnc2)cc1	2	-1	0	-19	107	2	-1.7	14	89	4
Cc1cccc(OCC(=O)Nc2ccc3c(c2)OCCO3)c1	3	x	-9	-50	88	12	0.3	12	90	-1
CN(c1ccccc1)c1ccc(/C=N/N2CCOCC2)cc1	2	9	-4	3	80	x	2.1	3	93	-4
COc1cc(/C=N/NC(=O)C(=O)NCC2CCCO2)ccc1O (configuration not stated)	1	0	0	-41	97	x	2.6	10	102	2
COC(=O)c1[nH]c2cccc(OC)c2c1NC(=O)CN1CCOCC1	2	2	-2	-34	99	x	-0.1	4	94	10
Cc1ccc(C(=O)NCCSC2CCCCC2)cc1S(=O)(=O)Nc1ccccc1	0	-1	-9	-51	98	-105	-4.2	8	82	3
COC(=O)c1ccc2c(=O)n(CCCCCC(=O)NCc3ccc4c(c3)OCO4)c(=O)[nH]c2c1	2	3	-5	-25	104	1	-0.5	5	94	1
O=C(CSc1ccc2c(c1)OCCO2)NC(=O)Cc1ccccc1	1	-4	1	-26	90	-2	-1.6	5	86	-5
COc1ccc(NC(=O)/C(Cl)=C(/Cl)S(=O)(=O)Cc2ccccc2)cn1	-1	x	13	-4	4.5*	27	-5.6	3	3.0*	82*
COc1ccc(S(=O)(=O)N2CCC(C(=O)N3CCCC3)CC2)cc1	-1	0	6	-31	95	22	-1.4	6	95	-8
Cc1ccnc2nc(C(=O)Nc3nnc(CC(C)C)s3)nn12	1	-1	-10	-21	81	x	-1.5	25	85	-10
O=C(Nc1cccc(C(=O)N2CCN(Cc3ccccc3)CC2)c1)c1ccccc1	0	x	-16	-18	78	5	-0.5	10	78	-3
CCCCCCCC1CC(/C(C)=N/NC(N)=O)OC1=O (configuration not stated)	10	-2	5	-18	83	17	-1.6	3	90	5
O=c1c2ccccc2nnn1CSc1ccccc1F	2	-4	10	-35	85	-1	-0.1	5	92	-2
Cc1ccc(CC2(O)CC(C)N(C)CC2C)c(C)c1 (configuration not stated)	0	-1	-2	-8	102	-53	0.4	8	110	5
COC(=O)c1c(NC(=O)CSc2n[nH]c(N)n2)sc(C)c1C	1	0	-12	-1	117	x	-0.5	11	108	-16
CCSC1=NC(C)(C)C=C(C)N1	3	0	-15	-73	88	40	-0.4	6	94	-5
COc1ccc(S(=O)(=O)Cc2ccc(C(=O)N3CCN(C4CCCCC4)CC3)o2)cc1	2	0	4	-10	93	-5	-2.9	11	93	-7
COc1cc(NC(=O)c2ccco2)c(OC)cc1NC(=O)c1cc(OC)c(OC)c(OC)c1	2	0	-9	-60	66	x	-1.7	12	83	1
CCOP(=O)(c1ccc(N(C)C)cc1)C(O)c1c(Cl)cccc1Cl (configuration not stated)	0	x	-3	-58	96	10	-1.6	5	112	0
CC(C)C(NS(=O)(=O)c1cccs1)C(=O)NCc1ccc2c(c1)OCO2 (configuration not stated)	4	0	-4	-12	95	-33	-1.8	0	80	11
CCN1C(=O)C(CC(=O)Nc2c(C)cccc2C)SC1=Nc1ccc(S(N)(=O)=O)cc1 (configuration not stated)	1	x	x	-23	93	-4	-1.5	11	94	6
Cc1onc(-c2c(F)cccc2Cl)c1C(=O)Nc1cccc2nsnc12	1	4	-25	-38	78	x	-1.1	6	85	3
CN(C)S(=O)(=O)c1ccc(NC(=O)Cn2c(-c3ccccc3)noc2=O)cc1	1	0	-10	-35	89	9	-1.0	4	77	-1
Cn1c(=O)c(C(=O)Nc2ccccn2)c(O)c2ccccc21	2	-1	-9	-6	15	x	-3.0	2	12	15
CN1C(=O)/C(=C/c2ccco2)SC1=Nc1ccc(N2CCOCC2)cc1	1	-12	1	-35	92	-14	-1.4	6	105	-3
Cc1cccc(-n2ncc3c(NCCCN4CCCC4=O)ncnc32)c1	1	x	-12	-17	91	-5	-2.3	17	89	5
COc1cc(C(O)P(=O)(OC(C)C)c2ccc(N(C)C)cc2)cc(OC)c1OC (configuration not stated)	-1	0	-5	-57	117	10	-0.5	8	97	-4
Cc1ccc(S(=O)(=O)N(C)c2nonc2C)cc1	1	0	0	-38	102	16	-0.4	13	101	1
NC1=NN(c2cccc(C(=O)O)c2)C(=O)C1	2	x	3	-1	92	-6	3.5	13	104	-9
Cc1ccc(S(=O)(=O)N2C(=O)CCC2C(=O)N2CCN(C)CC2)cc1 (configuration not stated)	1	1	-24	-13	95	-15	-1.3	15	94	2
Continued.
SMILES	NPY-Y2 antag	Phagocyt inh	Yeast life ext	Yeast growth inh	HCT116 bCat-KO	E-sel TNF inh	MRP-1 activ	Measles CPE	HCT116 PTEN-null	GALR2 antag
CC(=O)N1CCC(N(CCN2CCOCC2)C(=S)Nc2c(C)cccc2C)CC1	3	-7	0	-2	99	-4	-2.3	2	101	4
COc1cc(S(=O)(=O)N2CCOCC2)ccc1NC(=O)COC(=O)CC12CC3CC(CC(C3)C1)C2	1	0	-25	-5	103	x	-1.5	4	90	-3
Cn1nc(-c2ccccc2)c(CSc2cccc(Cl)c2)c1Cl	12	1	-7	-45	28	-3	-1.3	10	30	-26
O=C(Nc1ccc2c(c1)CCC2)C1CCCO1 (configuration not stated)	0	x	-6	-31	94	-3	1.2	19	98	8
COc1ccc(/C=N/OCC(=O)Nc2nc3ccccc3s2)cc1OC	5	x	1	-25	99	x	-1.8	3	94	6
COC(=O)c1cc(OC)c(OC)cc1NC(=O)C1CCCO1 (configuration not stated)	1	3	-30	-31	111	-15	-2.5	11	95	12
O=C(Nc1cccc(F)c1)C1CCN(C(=O)c2ccc(Br)cc2)CC1	7	0	-9	-58	69	10	-1.2	14	69	-6
COc1ccc2nc(NCCCO)[nH]c2c1	0	x	x	-11	97	-16	-1.4	6	101	9
CCOC(=O)C1=C(C)NC(C)=C(C(=O)OC)C1c1cccc([N+](=O)[O-])c1 (configuration not stated)	4	x	12	-44	87	x	-0.3	22	87	8

3 compounds from above, ordered by length of the SMILES, ascending.
SMILES	NPY-Y2 antag	Phagocyt inh	Yeast life ext	Yeast growth inh	HCT116 bCat-KO	E-sel TNF inh	MRP-1 activ	Measles CPE	HCT116 PTEN-null	GALR2 antag
Cn1c(=O)c(C(=O)Nc2ccccn2)c(O)c2ccccc21	2	-1	-9	-6	15	x	-3.0	2	12	15
CCNS(=O)(=O)c1ccc(NC(=O)c2cc(C(F)(F)F)nn2C)cc1	-1	x	-2	-1	73	x	-0.3	101*	76	-1
COc1ccc(S(=O)(=O)Cc2ccc(C(=O)N3CCN(C4CCCCC4)CC3)o2)cc1	2	0	4	-10	93	-5	-2.9	11	93	-7
